NOTCH ag = activates NOTCH signaling in reporter cells. NOTCH signaling luciferase reporter cells, luminescence. activation, % at 2.5 µM. 0.4% of 15,000 active. AID 434982; in the data active means activation above about 2.2%
rat GALR2 agon = agonists of rat galanin receptor 2 (GALR2). O08726. cell-based GALR2 agonist screen. activation, % at 10 µM. 0.5% of 16,000 active. AID 833; in the data active means activation above about 15%
OPRK1 antag MB = blocks the human kappa opioid receptor, Maybridge compounds. P41145. OPRK1 cells, antagonist mode, fluorescence readout. inhibition, % at 9 µM. 0.4% of 16,000 active. AID 652031; in the data active means inhibition above about 50%
Target sequence (P41145 whole entry, looked up): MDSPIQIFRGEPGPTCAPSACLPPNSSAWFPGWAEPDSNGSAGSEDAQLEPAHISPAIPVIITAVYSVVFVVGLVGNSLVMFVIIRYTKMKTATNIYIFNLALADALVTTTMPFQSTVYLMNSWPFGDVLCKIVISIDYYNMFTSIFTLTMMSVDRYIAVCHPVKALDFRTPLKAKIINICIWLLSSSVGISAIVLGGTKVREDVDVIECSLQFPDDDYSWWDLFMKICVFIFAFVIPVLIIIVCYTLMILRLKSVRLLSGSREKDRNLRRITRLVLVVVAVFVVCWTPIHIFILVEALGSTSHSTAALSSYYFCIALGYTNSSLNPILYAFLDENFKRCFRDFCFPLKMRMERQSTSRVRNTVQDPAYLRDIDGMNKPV
Nox1 inhibitor = human Nox1 inhibition; Q9Y5S8; AID 1792; 0.81% of 16,000 active; HT29 cells, luminol chemiluminescence ROS; inhibition, % at 6.7 µM
Target sequence (Q9Y5S8 whole entry, looked up): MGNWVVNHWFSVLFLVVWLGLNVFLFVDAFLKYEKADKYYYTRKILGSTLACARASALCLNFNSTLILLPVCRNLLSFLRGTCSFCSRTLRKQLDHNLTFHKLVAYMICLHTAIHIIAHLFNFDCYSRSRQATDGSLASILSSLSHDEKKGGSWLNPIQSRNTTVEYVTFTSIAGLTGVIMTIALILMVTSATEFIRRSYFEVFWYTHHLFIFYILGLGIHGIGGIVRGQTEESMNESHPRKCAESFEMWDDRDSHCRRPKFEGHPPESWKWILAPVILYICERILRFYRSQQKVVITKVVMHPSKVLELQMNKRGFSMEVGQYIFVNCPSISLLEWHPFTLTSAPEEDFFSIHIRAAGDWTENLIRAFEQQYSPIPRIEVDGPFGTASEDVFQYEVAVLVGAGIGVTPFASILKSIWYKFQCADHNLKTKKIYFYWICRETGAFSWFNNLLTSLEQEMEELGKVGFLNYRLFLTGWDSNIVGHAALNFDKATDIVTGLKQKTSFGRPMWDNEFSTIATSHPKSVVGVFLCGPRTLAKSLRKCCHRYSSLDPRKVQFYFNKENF
TLR4-MyD88 inh = inhibitors of human TLR4-MyD88 binding; O00206; Cell-based TLR4-MyD88 binding inhibition assay; inhibition, % at 10 µM; 0.06% of 16,000 active; AID 811; in the data active means inhibition above about 45%
PME-1 Maybridge = Maybridge compound blocking human PME-1; Q9Y570; recombinant PME-1, FP-Rh probe fluorescence polarization; inhibition, % at 9 µM; 0.5% of 16,000 active; AID 2291; in the data active means inhibition above about 30%
S1P1 ag = activates the human S1P1 receptor. P21453. S1P1 agonist cell-based reporter assay. activation, % at 4.5 µM. 1.5% of 16,000 active. AID 1044; in the data active means activation above about 80%
Luminol counter = quenches luminol chemiluminescence in Nox1 counter-screen | 0.4% of 16,000 active | HRP/luminol/H2O2 chemiluminescence counterscreen | inhibition, % at 6.7 µM | AID 1823; further: reference of the scale not given here
Active calls of the source: *; x = no result given. Unless noted, no stated cut-off is given here; in the data, active means inhibition above about 75%; inactive means the rest.

SMILES | NOTCH ag | rat GALR2 agon | OPRK1 antag MB | Nox1 inhibitor | TLR4-MyD88 inh | PME-1 Maybridge | S1P1 ag | Luminol counter
COc1cccc2c1c(NC(=O)C1CCN(C(=O)OCc3ccccc3)CC1)nn2C | -0.6 | 0 | -24 | -29 | 3 | 18 | -14 | -4
O=C(NC(=O)c1ccc([N+](=O)[O-])o1)Nc1ccc(F)cc1F | 0.8 | -3 | -5 | -14 | -4 | 2 | -1 | -2
C/C(=N/NC(N)=O)c1ccc(Sc2ccc(Cl)cc2)c([N+](=O)[O-])c1 | -0.6 | -3 | -2 | -22 | -2 | -2 | 2 | -2
Cc1cc(Cc2cccs2)c(=O)[nH]n1 | 0.0 | -12 | -7 | -13 | -1 | 5 | 0 | 4
O=C(NNC(=O)c1ccno1)c1cccc(Cl)c1 | 0.3 | -7 | 5 | 15 | -10 | 6 | -8 | -5
COc1ccc(Cl)cc1N1C(=O)COCC1=O | 0.3 | -4 | 0 | -65 | -2 | 0 | -25 | 0
N#CC(C#N)=Cc1ccc(Oc2ccccc2)nc1 | -0.4 | -6 | 1 | -20 | 8 | 1 | 0 | 1
O=C1c2ccccc2C(=O)N1CCN1CCN(Cc2ccccc2)CC1 | -0.6 | -6 | 1 | -57 | -6 | -2 | -1 | 0
Cc1nn(C)c2c1S(=O)(=O)N=C(N1CCOCC1)S2 | -0.6 | -7 | 4 | -23 | 2 | 1 | -3 | 2
O=C(Nc1ccc(Cl)cc1)c1csc(COc2ccc3nonc3c2)n1 | -0.1 | -1 | -3 | 9 | -5 | -33 | -34 | 4
CSc1sc(NC(=O)N2CCOCC2)c(-c2ccc(Cl)cc2)c1C#N | -0.5 | -9 | -18 | 17 | x | 3 | 18 | 4
Cc1cc(C(=O)NNS(=O)(=O)c2cccc3cccnc23)nn1C(C)(C)C | 3.2* | -8 | 16 | -8 | -5 | 4 | 5 | 12
O=C(NC1CCCCC1)Sc1ccccc1 | -0.2 | -8 | 2 | -15 | 8 | 2 | 6 | -1
CCOC(=O)c1n[nH]c(=S)[nH]c1=O | 0.8 | -3 | 8 | 22 | -1 | 7 | 11 | 14
CSc1nnc(-c2ccccc2)n1C | x | -6 | 2 | 2 | -2 | 5 | -7 | -7
CNS(=O)(=O)Cc1ccc([N+](=O)[O-])cc1 | -0.1 | -3 | -1 | -66 | -10 | 1 | -3 | -4
O=c1[nH][nH]c2nnc(-c3ccccc3)c(-c3ccccc3)c12 | -0.7 | -6 | -18 | -59 | 0 | -1 | -5 | 1
O=C(NCCCN1CCN(Cc2ccccc2)CC1)c1cn2cc(C(F)(F)F)cc(Cl)c2n1 | -1.1 | -8 | 20 | 8 | -4 | 7 | 2 | -5
COCCCNC(=S)N1CCN(c2ccc([N+](=O)[O-])cn2)CC1 | x | -11 | -7 | -12 | 9 | 1 | -17 | 5
Cc1ccc(NC(=O)NC(=O)c2c(-c3snnc3C)noc2C)cc1 | -0.1 | -1 | 15 | -58 | 12 | -1 | -17 | -23
COc1cccc(-c2nnc(-c3cc([N+](=O)[O-])ccc3Oc3cncc(Cl)c3)o2)c1 | -0.5 | -7 | 4 | -18 | 3 | 7 | -12 | -1
Nc1nc(Sc2cc(-n3cccc3)c(Cl)cc2[N+](=O)[O-])n[nH]1 | -0.4 | -5 | -2 | -35 | -4 | 1 | -13 | 7
O=C(ON=C1CCCCC1)c1ccc(Cl)cc1 | -0.4 | -6 | 6 | 25 | -8 | 4 | -6 | -5
CC(=O)N(C)c1cccnc1 | -1.2 | -10 | 2 | 1 | -6 | 2 | -7 | -2
O=C(O)/C=C/C(=O)NNC(=O)c1ccccc1[N+](=O)[O-] | x | -6 | -11 | -72 | 7 | 3 | -4 | 8
Cn1cccc1C(=O)N/N=C/c1c(Cl)cccc1Cl | 0.1 | -1 | 8 | -41 | 3 | -2 | -29 | 1
Cc1nn(-c2ccccc2)c2nc(N)c(C(N)=O)cc12 | -0.4 | -4 | -1 | 18 | -9 | 2 | -26 | -5
COCCCNC(=O)c1ccccc1C(=O)Nc1cc(C(F)(F)F)cc(C(F)(F)F)c1 | -0.1 | -3 | 7 | -3 | 2 | 3 | -18 | -4
NNC(=O)c1nc(-c2c(F)cccc2Cl)no1 | -0.3 | -7 | -2 | 16 | 1 | -4 | 6 | 1
Cc1nnc(-c2ccccn2)[nH]c1=O | -0.3 | -6 | 18 | -30 | 12 | -2 | 9 | 2
CC(C)(C)c1ccc(C(O)=C(C#N)C#N)cc1 | -0.7 | -6 | -15 | -2 | -8 | -1 | -6 | -7
CS/C(=N/S(=O)(=O)c1ccccc1)N1CCN(c2c(C#N)cccc2C#N)CC1 | -0.3 | -8 | 7 | 2 | -9 | 10 | 1 | -3
O=C(/C=C/Nc1cc(C(F)(F)F)cc(C(F)(F)F)c1)c1ccc(F)cc1 | -0.2 | -8 | 7 | -93 | 13 | -11 | 71 | 1
CC1=CC(=O)N(c2nc(-c3ccc(Cl)cc3)cs2)C1=O | -5.3 | -4 | -8 | -77 | -5 | -1 | -17 | 1
N/C(=N\NC(=O)c1cccc(C(F)(F)F)c1)c1ccc(C(F)(F)F)cn1 | -1.4 | -5 | 6 | -30 | -3 | -1 | 12 | 6
COc1cc([N+](=O)[O-])c(OC)cc1SCC(=O)NNC(=S)Nc1ccc(F)cc1 | -0.2 | -3 | 16 | 21 | 2 | 9 | 13 | 83*
CSc1nc(N/C=C(\C#N)C(=O)c2cccs2)n2nc(C)cc2n1 | 0.2 | -7 | 9 | -44 | -3 | 4 | -13 | 4
Cc1nnsc1C(=O)NCCc1c[nH]c2ccccc12 | 1.9 | -10 | 22 | -42 | 3 | -3 | 11 | -2
CC(=O)Nc1ccccc1Sc1ccc([N+](=O)[O-])c(Sc2ccccc2NC(C)=O)n1 | -1.2 | -7 | 33 | -33 | -2 | 7 | 11 | 3
CC(=O)Nc1cccc(-n2nnc(SCC(=O)c3ccc(C)cc3)n2)c1 | -0.4 | -6 | -19 | 18 | -7 | -2 | 14 | 8
CCC1C(O)CC(c2ccccc2)NC1c1ccccc1 (stereo unspecified) | 0.1 | -6 | 16 | 1 | -6 | 4 | -4 | -4
O=c1c2cc(-c3ccccc3)sc2ncn1/N=C/c1ccc2c(c1)OCO2 | -0.2 | 10 | 6 | -5 | -9 | -16 | -14 | 3
C=C(C)Cc1c(C)nc(SCC)[nH]c1=O | 0.1 | 11 | 6 | -18 | -6 | -2 | -15 | 2
CC1N=C(c2ccc(Cl)cc2)NO1 (stereo unspecified) | -0.6 | -5 | 9 | 10 | -4 | 6 | -8 | -5
CSc1ccc(/C=N/NC(N)=O)s1 | -0.7 | -7 | 8 | 12 | -9 | -2 | -12 | -4
Cc1[nH]c2ccccc2c1SCC(=O)NNC(=O)Nc1cccc(Cl)c1 | -0.6 | -6 | -2 | -50 | 2 | 3 | 2 | 11
COc1ccc(Oc2ccc([N+](=O)[O-])cc2)cc1 | -0.3 | -7 | 10 | -12 | 1 | 2 | 3 | 1
CC(C)(CC(=O)N1CCN(c2ncccc2C(F)(F)F)CC1)Sc1ccc(Cl)cc1 | -0.9 | -9 | -12 | 22 | -7 | 1 | 11 | -4
CC(=O)CSc1n[nH]c(-c2ccc(Cl)cc2)n1 | -0.4 | -6 | 8 | -8 | 11 | -3 | -8 | -5
Cc1nc(C)c(-c2ccn[nH]2)o1 | 0.0 | -10 | 40 | -57 | 15 | 4 | 1 | 3
Cc1[nH]cnc1C(=O)N/N=C/c1ccncc1 | -0.5 | -4 | 31 | -4 | -5 | 3 | -17 | -7
O=C(CSc1ccccn1)c1ccc(OCc2ccc(F)cc2)cc1 | -0.3 | -5 | -2 | 8 | 8 | -6 | 0 | -1
COc1ccc(C(=O)N/N=C/c2cccn2-c2ccc(Cl)cc2)cc1 | -0.8 | -6 | -23 | -12 | -13 | 4 | 6 | 7
O=S(=O)(NN1C2CSC1CS2)c1ccc(F)c(Cl)c1 | -1.0 | 1 | -8 | 6 | 10 | 5 | 11 | -8
O=C(NNc1nc(-c2cccc([N+](=O)[O-])c2)cs1)c1ccccc1Cl | -0.1 | -5 | 1 | 75* | 6 | 4 | 23 | 1
Cc1noc(C)c1S(=O)(=O)NCc1cc(F)cc2c1OCOC2 | -0.5 | -6 | -12 | -24 | x | 3 | -8 | 0
Cc1ccc(Oc2ncccc2C2=N/C(=C\N(C)C)C(=O)O2)cc1 | -0.8 | 0 | -1 | -22 | -10 | 3 | -13 | -3
CCOC(=O)c1ccc(NC(=O)CS(=O)(=O)C(C)C)cc1 | -0.8 | -7 | 19 | -14 | -4 | 3 | 1 | -2
Cn1nc(C(C)(C)C)c(NC(=O)c2sccc2Cl)c1C(C)(C)C | -0.1 | -5 | -2 | -11 | 2 | 3 | -7 | -3
O=C(NNc1ncc(C(F)(F)F)cc1Cl)NC(=O)c1ccccc1Cl | 0.7 | -9 | 8 | -13 | -3 | 1 | -2 | 6

Marked active in Nox1 inhibitor, of those listed so far:
Structure,NOTCH ag,rat GALR2 agon,OPRK1 antag MB,Nox1 inhibitor,TLR4-MyD88 inh,PME-1 Maybridge,S1P1 ag
O=C(NNc1nc(-c2cccc([N+](=O)[O-])c2)cs1)c1ccccc1Cl,-0.1,-5,1,75*,6,4,23

Carrying on:
SMILES | NOTCH ag | rat GALR2 agon | OPRK1 antag MB | Nox1 inhibitor | TLR4-MyD88 inh | PME-1 Maybridge | S1P1 ag | Luminol counter
COc1c(Cl)cc(Cl)c(OC)c1C(=O)O | -0.1 | -8 | -7 | -53 | 3 | -5 | -4 | 4
Cc1onc(-c2ccccc2Cl)c1NC(=O)O/N=C(\N)c1ccc(Cl)cc1 | 0.0 | -6 | -10 | 30 | -10 | 6 | 3 | -40
Cc1nn(C)c(=O)c2c(C)noc12 | -1.1 | -3 | 15 | -73 | x | 1 | -5 | 3
CC1=CC(=O)C(CCC2=CC(=O)C(C)=CC2=O)=CC1=O | -1.6 | -10 | 16 | 88* | -8 | -5 | 2 | 5
NC(CC(=O)O)c1ccccc1 (stereo unspecified) | 0.1 | -3 | 1 | 8 | -10 | 6 | 7 | -5
Cc1nn(-c2ccccc2)nc1C(=O)Nc1ccc2[nH]ncc2c1 | -0.3 | -8 | 12 | 0 | 0 | 2 | 2 | -3
Oc1ccccc1-c1cncn1Cc1ccccc1 | -0.1 | -6 | 7 | 7 | -7 | 0 | -3 | 13
CC(=O)Oc1c(I)c(=O)n(C)c2ccccc12 | 0.3 | -2 | -1 | -24 | -8 | 2 | 17 | 0
CSc1nc(/N=C/N(C)C)nn1CCC#N | 0.0 | -2 | 0 | -16 | 11 | 3 | -19 | 0
NC(=O)/C(=C\c1cccs1)c1ccsc1 | -0.7 | -3 | 16 | 2 | 1 | 0 | -11 | -2
Nc1nnc(-c2ccccc2)s1 | -0.2 | 2 | 5 | -60 | 4 | -2 | -24 | 2
N#Cc1c(Nc2ccccc2)[nH]c(=O)[nH]c1=O | 0.2 | -2 | 1 | -33 | 8 | 0 | -13 | -1
O=C(NC1CCN(C(=O)C2CCC2)CC1)C1CCCCC1 | -0.3 | -3 | 12 | -44 | 6 | -2 | -1 | 0
CC(C)(C)n1ccc(-c2cc(F)cc(F)c2O)n1 | 0.0 | -3 | 7 | 3 | -4 | 3 | 5 | -5
O=S(=O)(CCO/N=C/c1cccs1)c1ccc(Cl)cc1 | -0.6 | -6 | 4 | 5 | -4 | 2 | 0 | -7
CCOC(=O)C(=CNc1nc(-c2ccc(Cl)cc2)cs1)C(=O)OCC | -0.6 | -6 | 9 | -9 | -7 | -14 | 1 | 0
COC(=O)C1=C(Nc2ccc(OS(=O)(=O)c3ccc(F)cc3F)cc2)CSC1 | -0.9 | -5 | -5 | 12 | 2 | 3 | 8 | -5
CCOC(=O)Sc1ccc2ccccc2c1 | 0.1 | -4 | 0 | 5 | -6 | 4 | -11 | -7

A run of entries from further up, for reference:
SMILES | NOTCH ag | rat GALR2 agon | OPRK1 antag MB | Nox1 inhibitor | TLR4-MyD88 inh | PME-1 Maybridge | S1P1 ag | Luminol counter
Cc1nn(C)c2c1S(=O)(=O)N=C(N1CCOCC1)S2 | -0.6 | -7 | 4 | -23 | 2 | 1 | -3 | 2
O=C(Nc1ccc(Cl)cc1)c1csc(COc2ccc3nonc3c2)n1 | -0.1 | -1 | -3 | 9 | -5 | -33 | -34 | 4

In the list so far, 6 contain a CF3 group:
SMILES | NOTCH ag | rat GALR2 agon | OPRK1 antag MB | Nox1 inhibitor | TLR4-MyD88 inh | PME-1 Maybridge | S1P1 ag | Luminol counter
O=C(NCCCN1CCN(Cc2ccccc2)CC1)c1cn2cc(C(F)(F)F)cc(Cl)c2n1 | -1.1 | -8 | 20 | 8 | -4 | 7 | 2 | -5
COCCCNC(=O)c1ccccc1C(=O)Nc1cc(C(F)(F)F)cc(C(F)(F)F)c1 | -0.1 | -3 | 7 | -3 | 2 | 3 | -18 | -4
O=C(/C=C/Nc1cc(C(F)(F)F)cc(C(F)(F)F)c1)c1ccc(F)cc1 | -0.2 | -8 | 7 | -93 | 13 | -11 | 71 | 1
N/C(=N\NC(=O)c1cccc(C(F)(F)F)c1)c1ccc(C(F)(F)F)cn1 | -1.4 | -5 | 6 | -30 | -3 | -1 | 12 | 6
CC(C)(CC(=O)N1CCN(c2ncccc2C(F)(F)F)CC1)Sc1ccc(Cl)cc1 | -0.9 | -9 | -12 | 22 | -7 | 1 | 11 | -4
O=C(NNc1ncc(C(F)(F)F)cc1Cl)NC(=O)c1ccccc1Cl | 0.7 | -9 | 8 | -13 | -3 | 1 | -2 | 6
